Screening data as filed in PubChem.
SENP8 inh: human SENP8 protease inhibitors, primary screen, biochemical, fluorescence, Nedd8 protein substrate, uHTS; Sentrin-specific protease 8 (Homo sapiens), Q96LD8; recombinant SENP8; inhibition, % at 20 µM; 360,000 tested, 0.64% active; in the data active = inhibition mostly above about 40%, no sharp cut-off; inactive = mostly below about 27%
Target sequence (Q96LD8 whole entry, looked up): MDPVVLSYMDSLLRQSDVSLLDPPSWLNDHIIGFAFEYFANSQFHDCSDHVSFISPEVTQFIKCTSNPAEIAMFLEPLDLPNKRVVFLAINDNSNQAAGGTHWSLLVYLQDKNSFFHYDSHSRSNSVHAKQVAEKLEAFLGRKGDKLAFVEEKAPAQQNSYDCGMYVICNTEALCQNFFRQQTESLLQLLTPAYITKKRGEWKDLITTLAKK
PfG6PD inh: PfG6PD enzyme inhibitors, primary screen, biochemical, fluorescence intensity, uHTS | glucose-6-phosphate dehydrogenase-6-phosphogluconolactonase (Plasmodium falciparum 3D7) | PfGluPho enzyme, NADPH resazurin-diaphorase fluorescence | inhibition, % at 20 µM | 350,000 tested, 0.78% active | AID 504690, 2011;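 active = inhibition reaching at least a set limit at 20 µM in the primary screen, cut at about 59% in these data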;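 also: 0% = DMSO wells with substrate and 100% = DMSO wells lacking glucose-6-phosphate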
SENP1 inh: human SENP1 catalytic domain inhibitors, primary screen, biochemical, FRET, uHTS | Sentrin-specific protease 1 (Homo sapiens), Q9P0U3 | inhibition, % at 10 µM | recombinant SENP1 catalytic domain, CyPet-SUMO1-YPet FRET cleavage | 360,000 tested, 0.21% active | AID 624204, 2012;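 active = inhibition at least 30% at 10 µM, raw YFP signal under a set limit, fluorescence ratio 0.5 to 1.5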;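 also: 0% = enzyme with DMSO and 100% = no enzyme wells; some results filed as inactive read as strong as hits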
Target sequence (Q9P0U3 419-644 limits assumed): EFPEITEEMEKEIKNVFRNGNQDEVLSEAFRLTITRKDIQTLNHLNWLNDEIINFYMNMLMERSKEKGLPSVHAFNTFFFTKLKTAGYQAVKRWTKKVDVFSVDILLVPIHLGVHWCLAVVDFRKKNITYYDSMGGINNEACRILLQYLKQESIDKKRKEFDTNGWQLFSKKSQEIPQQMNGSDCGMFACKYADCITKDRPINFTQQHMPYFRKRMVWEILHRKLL
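System: Recombinant human SENP1 catalytic domain, His6-tagged | Incubation: Enzyme reaction for 50 min at room temperature, dark | Medium: Tris pH 8 with BME, BSA, NP40 and catalase | Also added: 25 nM SUMO1 FRET substrate | Compound: 10 µM single point, 0.5% DMSO | Measured by: FRET fluorescence in CFP and YFP emission channels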
MPTP block: mitochondrial permeability transition pore inhibitors, primary screen, biochemical, isolated mouse mitochondria, absorbance; Ca2+ swelling absorbance, 30 min; inhibition, % at 10 µM; 360,000 tested, 1.4% active;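 active = inhibition of 50% or more, scaled per plate between neutral and stimulator controls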;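 also: 0% = DMSO wells given calcium and 100% = 1 mM EGTA wells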
SENP6 block: SENP6 protease inhibitors, primary screen, biochemical, luminescence, uHTS; Recombinant SENP6 catalytic domain, aminoluciferin luminescence; Sentrin-specific protease 6 (Homo sapiens), Q9GZR1; inhibition, % at 10 µM; 330,000 tested, 1.8% active;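 active = inhibition above about 50% at the single tested dose, limit read from the data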;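 also: plate controls were DMSO wells with enzyme for no effect and DMSO wells lacking enzyme for full effect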
GRIN3A LBD mod: binders of NR3A ligand-binding domain, primary screen, biophysical, differential scanning fluorimetry, uHTS; NR3A LBD differential scanning fluorimetry, Tm shift; 0% = protein alone, 100% = glycine-bound protein; Glutamate receptor ionotropic, NMDA 3A (GRIN3A) ligand-binding domain; 340,000 tested, 2.5% active; AID 1259313, 2017; Tm shift relative to glycine control, % at 25 µM;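 active = melting temperature shift of at least 10% of the positive control shift, at one fixed dose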
ATG4B inh: ATG4B protease inhibitors, primary screen, biochemical, fluorescence, uHTS. 340,000 tested, 0.51% active. AID 504462, 2011. inhibition, % at 8.33 µM. ATG4B cleavage of LC3-PLA2, NBD-HPC fluorescence, 1 h; in the data active = inhibition above about 40%
hIAP act: human IAP activators, primary screen, biochemical, luminescence, uHTS; purified human IAP, CDP-Star luminescence, 30 min; stronger effect = higher value; 1 = vehicle-only enzyme, 0 = enzyme-free background; 330,000 tested, 0.16% active; activation factor at 10 µM; AID 2524, 2010; Intestinal-type alkaline phosphatase (Homo sapiens), P09923;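 active = activation factor of the enzyme at least 2-fold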; also: the source names both 10 and 20 µM as test concentration; values of inactives mirror those of a sister screen read the other way
Target sequence (P09923 whole entry, looked up): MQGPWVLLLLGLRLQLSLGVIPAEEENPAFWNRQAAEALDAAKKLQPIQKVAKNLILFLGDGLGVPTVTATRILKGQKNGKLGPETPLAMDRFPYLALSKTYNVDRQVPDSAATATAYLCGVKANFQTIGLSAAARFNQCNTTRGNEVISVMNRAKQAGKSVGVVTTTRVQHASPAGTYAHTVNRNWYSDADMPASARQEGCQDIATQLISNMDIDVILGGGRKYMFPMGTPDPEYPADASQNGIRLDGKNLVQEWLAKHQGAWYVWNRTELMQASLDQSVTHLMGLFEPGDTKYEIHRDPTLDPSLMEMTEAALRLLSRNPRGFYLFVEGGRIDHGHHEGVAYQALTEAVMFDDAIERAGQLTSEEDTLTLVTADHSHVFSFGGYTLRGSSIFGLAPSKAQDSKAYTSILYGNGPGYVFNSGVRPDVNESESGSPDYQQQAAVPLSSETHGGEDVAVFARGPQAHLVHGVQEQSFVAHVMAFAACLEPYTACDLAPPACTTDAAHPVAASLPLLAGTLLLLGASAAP
Active calls of the source: *; x = no result given.

1: COCCOC(=O)C(C#N)c1nc2ccccc2nc1N1CCN(Cc2ccccc2)CC1 (stereo not given)
2: CS(=O)(=O)N(CCc1ccccc1)CC(=O)NCc1ccccc1Cl
3: CCOc1ccccc1OCCC(=O)Nc1ccc2c(c1)OCO2
4: COc1ccc(OC)c(NC(=O)COC(=O)c2ccc(-n3cnnn3)cc2)c1
5: CC(C)CC(c1nnnn1Cc1ccc(F)cc1)N1CCC(C(N)=O)CC1 (stereo not given)
Compound	1	2	3	4	5
SENP8 inh	-460	5	3	-4	6
PfG6PD inh	32	3	14	0	-2
SENP1 inh	-31	0	-5	1	4
MPTP block	0.3	-0.4	0.0	0.4	-0.2
SENP6 block	-3	-3	-20	-21	-23
GRIN3A LBD mod	-20	-2	0	-3	-1
ATG4B inh	0	-7	-2	-7	-8
hIAP act	0.9	1.1	0.98	1.1	1.1

6: Oc1cccc2ccc(/C=C/c3c(F)cccc3Cl)nc12
7: Cn1c(C(O)c2ccccc2F)nc(Cl)c1Cl (stereo not given)
8: N#Cc1c(C(F)(F)F)cc(-c2cccs2)nc1SC(C(=O)O)c1ccccc1 (stereo not given)
9: Nc1nc(SCc2nc3scc(-c4cccs4)c3c(=O)[nH]2)n[nH]1
10: COC(=O)c1ccc(COc2ncnc3c(Cl)cc(Cl)cc23)o1
Compound	6	7	8	9	10
SENP8 inh	-33	7	-182	9	17
PfG6PD inh	-8	2	-13	32	-1
SENP1 inh	3	1	41	2	0
MPTP block	2.2	0.1	3.4	-0.1	1.9
SENP6 block	95*	-3	-7	-23	-5
GRIN3A LBD mod	-6	-1	-6	-4	1
ATG4B inh	36	-9	25	-4	-11
hIAP act	1.2	1	1.1	1.1	0.89

11: Cc1cccc(NC(=O)CN2CCc3cc4c(cc3C2C)OCCCO4)c1 (stereo not given)
12: O=C(NCCCn1ccnc1)c1ccc(Cl)cc1
13: CC(NC(=O)Nc1ccccc1C(F)(F)F)C1CCCO1 (stereo not given)
14: COc1ccc(C(C)=O)c(OC(=O)c2ccc(OC)c(OC)c2)c1
15: O=C(NC(=S)Nc1nc(-c2cccc([N+](=O)[O-])c2)cs1)c1ccccc1Cl
Compound	11	12	13	14	15
SENP8 inh	6	3	13	11	11
PfG6PD inh	-4	-6	-7	-13	7
SENP1 inh	0	3	2	0	2
MPTP block	-0.1	-1.1	-3.0	1.2	4.0
SENP6 block	-1	-16	-2	-14	0
GRIN3A LBD mod	-5	0	-2	0	-3
ATG4B inh	-1	-2	13	-3	15
hIAP act	1.1	1.2	1.1	1.1	1.1

Part of the list above in order of SMILES length, falling.
15: O=C(NC(=S)Nc1nc(-c2cccc([N+](=O)[O-])c2)cs1)c1ccccc1Cl
10: COC(=O)c1ccc(COc2ncnc3c(Cl)cc(Cl)cc23)o1
12: O=C(NCCCn1ccnc1)c1ccc(Cl)cc1
Compound	15	10	12
SENP8 inh	11	17	3
PfG6PD inh	7	-1	-6
SENP1 inh	2	0	3
MPTP block	4.0	1.9	-1.1
SENP6 block	0	-5	-16
GRIN3A LBD mod	-3	1	0
ATG4B inh	15	-11	-2
hIAP act	1.1	0.89	1.2

The list continues:
16: Cc1cc(OCC(=O)Nc2cnn(CCCC(=O)O)c2)ccc1[N+](=O)[O-]
17: Cn1nc(-c2ccccc2)c(C(O)c2ccccc2C(F)(F)F)c1Cl (stereo not given)
18: Cc1ccc(Sc2ncccc2O)cc1
19: O=C(CCC(=O)Nc1ccccc1)NNC(=O)c1ccco1
20: CCOc1cc(-c2c(C#N)c(N)nc3c2CCCC3C)ccc1O (stereo not given)
Compound	16	17	18	19	20
SENP8 inh	15	8	10	15	-188
PfG6PD inh	-3	-4	1	2	1
SENP1 inh	-4	0	1	-1	-7
MPTP block	-5.0	0.0	1.8	-2.2	2.3
SENP6 block	-9	3	-1	-6	-10
GRIN3A LBD mod	0	2	-2	1	0
ATG4B inh	-4	34	3	1	-2
hIAP act	1.1	1.2	0.99	1	1.1

Next part; it opens with the 2 that closed the last part.
19: O=C(CCC(=O)Nc1ccccc1)NNC(=O)c1ccco1
20: CCOc1cc(-c2c(C#N)c(N)nc3c2CCCC3C)ccc1O (stereo not given)
21: Cc1cc(C(=O)N/N=C/c2c(C)nn(-c3ccccc3)c2Cl)n[nH]1
22: CCOc1ccccc1NC(=O)CCC(=O)Nc1ccc2nc(N3CCN(C)CC3)cc(C)c2c1
23: O=C(NNC(=O)c1sccc1-n1cccc1)c1cccc(Cl)c1
24: O=C1c2cccnc2C(Nc2cccc(F)c2)N1Cc1ccco1 (stereo not given)
25: CCOc1cc(C2C(C#N)=C(N)OC3CCCC(=O)C32)ccc1OCCN1CCOCC1 (stereo not given)
Compound	19	20	21	22	23	24	25
SENP8 inh	15	-188	12	-493	12	20	9
PfG6PD inh	2	1	-2	8	-2	-1	11
SENP1 inh	-1	-7	4	-10	2	2	-3
MPTP block	-2.2	2.3	1.6	-3.0	-0.4	0.7	-1.2
SENP6 block	-6	-10	-11	2	-6	8	-1
GRIN3A LBD mod	1	0	-1	0	0	1	0
ATG4B inh	1	-2	0	-2	0	1	-4
hIAP act	1	1.1	0.99	1.2	0.89	1.1	0.9

26: Cc1cc(C)cc(NC(=O)COC(=O)[C@@H](NC(=O)c2ccco2)C(C)C)c1
27: COc1ccccc1C(=O)N/C(=C\c1cn(C)c2ccccc12)C(=O)NCCCN1CCOCC1
28: Cc1ccccc1NC(=O)c1cccc(C(=O)Nc2ccccc2C)n1
29: Cc1cccc(S(=O)(=O)N2CCCc3ccccc32)c1
30: Cc1c(NC(=O)CN2CCN(c3ccc([N+](=O)[O-])cc3)CC2)c(=O)n(-c2ccccc2)n1C
Compound	26	27	28	29	30
SENP8 inh	-11	-18	12	9	25
PfG6PD inh	-5	7	11	46	-23
SENP1 inh	-1	-4	38*	-1	2
MPTP block	-2.8	-1.4	0.0	-0.6	-3.2
SENP6 block	-7	-7	2	-3	-20
GRIN3A LBD mod	-2	0	-1	3	-2
ATG4B inh	6	-4	-9	5	6
hIAP act	0.95	1.2	0.98	0.99	1.1

31: O=C(CCc1nnc2ccc(NCc3ccc(F)cc3)nn12)NC1CCCC1
32: CC1(c2ccc(C#N)cc2)NC(=O)N(CC(=O)Nc2cc(S(=O)(=O)N3CCOCC3)ccc2Cl)C1=O (stereo not given)
33: CC(=O)Nc1ccc(SCC(=O)c2cc(C)n(-c3ccccc3F)c2C)cc1
34: Cc1ccc(-c2cc(-c3ccccc3)nc(NN)n2)cc1
35: COc1ccc(/C=N/n2c(N)c(S(=O)(=O)c3cccs3)c3nc4ccccc4nc32)cc1OC
Compound	31	32	33	34	35
SENP8 inh	-18	-6	5	-288	-274
PfG6PD inh	2	0	45	4	-10
SENP1 inh	0	-23	1	0	-4
MPTP block	-3.4	-1.9	5.6	0.0	3.0
SENP6 block	9	-10	-17	-9	-16
GRIN3A LBD mod	-2	1	-11	-1	5
ATG4B inh	-7	-13	15	0	-12
hIAP act	1	0.95	1.2	1.1	0.99

36: COc1cc(CCCN2C(=S)NC[C@H]2Cc2ccc(O)cc2)cc(OC)c1OC
37: c1ccc(Cn2c3ccccc3c3nnc(SCCN4CCCCC4)nc32)cc1
38: CCOC(=O)c1c(NC(=O)CSc2ccccc2C(=O)O)sc(C)c1C
39: CCC1Oc2ccccc2N(CC(=O)N2CC(C)CC(C)C2)C1=O (stereo not given)
40: COc1ccc(-c2csc3ncnc(N4CCN(S(=O)(=O)c5ccc(C)c(C)c5)CC4)c23)cc1
Compound	36	37	38	39	40
SENP8 inh	10	13	-110	6	1
PfG6PD inh	0	24	-23	-10	4
SENP1 inh	3	-1	-53	0	-3
MPTP block	1.9	4.4	-2.9	-1.0	0.1
SENP6 block	0	-15	-9	x	-10
GRIN3A LBD mod	1	1	0	x	-1
ATG4B inh	-7	0	11	x	-2
hIAP act	0.86	0.99	1.1	x	0.87

41: CC(=O)Nc1ccccc1OCc1nnc(-c2ccc(Cl)cc2)o1
42: O=[N+]([O-])c1ccc(N2CCN(C(=S)Nc3cccc(F)c3)CC2)cc1
43: CC(C)CC(=O)N1CCN(Cc2cccc(F)c2)CC1
44: C[C@@H]1CCCCO[C@H](CN(C)Cc2ccc(Cl)c(Cl)c2)[C@@H](C)CN([C@H](C)CO)C(=O)c2cc(N(C)C)ccc2O1
45: CC1=C(C(=O)N2CCOCC2)CC(CC(=O)NC(c2ccccc2)c2ccccc2)C(=O)N1Cc1ccc(F)cc1 (stereo not given)
Compound	41	42	43	44	45
SENP8 inh	-1	26	27	-65	14
PfG6PD inh	-20	9	-21	28	0
SENP1 inh	2	-10	1	-1	1
MPTP block	-1.3	55*	0.9	-1.2	-0.8
SENP6 block	-10	2	6	x	x
GRIN3A LBD mod	-1	-1	1	x	x
ATG4B inh	6	-19	-9	x	x
hIAP act	0.99	0.92	1	x	x

46: CN(c1ccccc1)S(=O)(=O)c1cccc(NC(=O)CSc2nncs2)c1
47: CCOC(=O)C1(Cc2cccc(OC)c2)CCN(C/C=C/c2ccccc2)CC1
48: Cc1ccc(NCc2nnc(SCC(=O)N3c4ccccc4Sc4ccccc43)o2)c(C)c1
49: CC(C)CN(C(=O)CN1CCN(c2ccc([N+](=O)[O-])cc2)CC1)c1c(N)n(CC(C)C)c(=O)[nH]c1=O
50: Oc1c(Br)cc(C2N=C(c3ccccc3)NO2)cc1Br (stereo not given)
Compound	46	47	48	49	50
SENP8 inh	6	12	6	-4	-26
PfG6PD inh	7	-2	5	2	-16
SENP1 inh	1	1	4	-2	3
MPTP block	4.9	22	2.0	-2.5	1.8
SENP6 block	-13	-13	17	-9	98*
GRIN3A LBD mod	-4	2	0	-1	3
ATG4B inh	-2	-1	-14	-14	9
hIAP act	0.96	1	1.1	0.94	0.95

51: COc1ccc(C(=O)Nc2cc(C)c3c(=O)oc4ccccc4c3n2)cc1
52: CN(C)CCCNCCCCNC(=O)/C=N/O
53: Nc1ccc2c(c1)-c1ccc(F)cc1C2=O
54: Cc1ccc(N2CC(C(=O)Nc3ccc(S(=O)(=O)Nc4nccs4)cc3)CC2=O)cc1C (stereo not given)
55: O=C(NCC1COc2ccccc2O1)c1cccc(S(=O)(=O)N2CCCCC2)c1 (stereo not given)
Compound	51	52	53	54	55
SENP8 inh	8	22	22	1	17
PfG6PD inh	-14	-7	15	-35	5
SENP1 inh	-14	3	82*	1	-1
MPTP block	1.4	-1.1	-0.1	-1.8	-0.4
SENP6 block	-6	-7	x	0	0
GRIN3A LBD mod	0	-1	-8	-3	0
ATG4B inh	7	6	10	-3	0
hIAP act	0.92	1.1	x	0.9	0.98

56: COc1ccc(S(=O)(=O)NCCC(=O)NCc2ccccc2)cc1
57: CCn1cc(C(=O)NCc2ccc(C)cc2)c(=O)c2cc(S(=O)(=O)N(C)C)ccc21
58: CCNC(=O)Nc1cc(OC)c(OC)cc1C(=O)O
59: C[C@@H]1CCC[C@H](C)N1Cc1nc(Cc2ccccc2Cl)no1
60: COC(=O)[C@H](CC(C)C)NC(=O)CCc1nnc(COc2ccccc2)o1
Compound	56	57	58	59	60
SENP8 inh	9	17	-298	8	14
PfG6PD inh	-17	-6	7	-1	-12
SENP1 inh	-1	2	0	-7	0
MPTP block	0.3	0.4	-0.1	1.7	-1.3
SENP6 block	-5	5	-1	1	-3
GRIN3A LBD mod	-4	-2	0	0	-2
ATG4B inh	7	-13	-6	0	7
hIAP act	0.99	0.99	0.88	0.96	0.97
